SENP8 block: SENP8 protease inhibitors, primary screen, biochemical, luminescence | Sentrin-specific protease 8 (Homo sapiens), Q96LD8 | purified SENP8, Z-RLRGG-aminoluciferin cleavage | inhibition, % at 10 µM | 1.2% of 330,000 active | AID 2540, 2010
Gli-Sufu block: Gli-Sufu pathway antagonists, primary screen, luciferase luminescence, Sufu-KO-LIGHT cells, uHTS; inhibition, % at 5 µM; 0.74% of 340,000 active; AID 588413, 2011; Sufu-KO-LIGHT fibroblasts, Gli luciferase reporter luminescence;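 active means inhibition above about 55%, limit read from the data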;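 further: 0% = DMSO-treated cells and 100% = wells with medium but no cells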
UBC13 polyUb: UBC13 polyubiquitin chain formation inhibitors, primary screen, biochemical, TR-FRET, uHTS; inhibition, % at 20 µM; 0.47% of 330,000 active; AID 485273, 2010; in the data active means inhibition above about 45%, passing the limit was not always enough
Jurkat NFkB inh: inhibitors of induced NF-kB luciferase reporter, primary screen, TCR NF-kB activation inhibitor project, cell-based, luminescence, uHTS; 0.53% of 330,000 active; inhibition, % at 4 µM; Jurkat, PMA/ionomycin-induced NF-kB luciferase reporter
HKDC1 inhibitor: HKDC1 hexokinase inhibitors, primary screen, biochemical, fluorescence, uHTS; Q2TB90; recombinant HKDC1, G6PDH/diaphorase resazurin coupled fluorescence; inhibition, % at 20 µM; 0.16% of 340,000 active;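 active means inhibition above about 35% when tested at 20 µM, limit read from the data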;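 further: plate controls were DMSO wells with enzyme for no effect and DMSO wells lacking enzyme for full effect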
Target sequence (Q2TB90 whole entry, looked up): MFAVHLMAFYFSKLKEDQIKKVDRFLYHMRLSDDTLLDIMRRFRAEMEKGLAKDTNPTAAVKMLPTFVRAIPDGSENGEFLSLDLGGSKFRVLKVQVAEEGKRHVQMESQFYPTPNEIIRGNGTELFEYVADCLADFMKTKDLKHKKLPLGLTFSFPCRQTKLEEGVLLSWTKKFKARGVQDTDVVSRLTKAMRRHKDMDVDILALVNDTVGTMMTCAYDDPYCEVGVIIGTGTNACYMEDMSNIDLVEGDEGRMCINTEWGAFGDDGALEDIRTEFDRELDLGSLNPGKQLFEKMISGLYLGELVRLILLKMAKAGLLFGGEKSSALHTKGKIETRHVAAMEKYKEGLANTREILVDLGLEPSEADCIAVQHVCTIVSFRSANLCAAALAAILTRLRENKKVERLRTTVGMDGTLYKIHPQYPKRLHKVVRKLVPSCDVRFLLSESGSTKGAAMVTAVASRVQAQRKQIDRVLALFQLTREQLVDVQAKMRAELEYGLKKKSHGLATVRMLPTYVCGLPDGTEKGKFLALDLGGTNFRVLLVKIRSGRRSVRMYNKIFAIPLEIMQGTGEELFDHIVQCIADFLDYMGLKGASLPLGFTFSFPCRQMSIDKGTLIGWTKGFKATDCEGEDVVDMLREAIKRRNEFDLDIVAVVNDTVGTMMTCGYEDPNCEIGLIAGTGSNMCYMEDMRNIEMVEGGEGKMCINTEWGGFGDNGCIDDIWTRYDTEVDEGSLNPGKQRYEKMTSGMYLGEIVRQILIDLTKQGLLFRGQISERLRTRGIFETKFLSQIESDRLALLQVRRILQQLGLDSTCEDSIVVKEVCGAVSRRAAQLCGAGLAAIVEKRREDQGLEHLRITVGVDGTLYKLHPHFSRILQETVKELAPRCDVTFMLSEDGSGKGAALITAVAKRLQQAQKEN
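Material – in-house recombinant HK5 (HKDC1) enzyme · Quantity – HKDC1 at 5 µg/mL · Buffer or medium – pH 8.0 Tris buffer with 10 mM MgCl2 · Reagent – glucose with 1 mM ATP · Dosing – single 20 µM dose · Times – reaction time 90 min, room temperature, protected from light · Technique – resorufin fluorescence at 613 nm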
Apaf1 inhib: inhibitors of human Apaf-1 apoptosome, primary screen, biochemical, DEVD-Rh110 fluorescence, uHTS; Apoptotic protease-activating factor 1 (Homo sapiens), O14727; reconstituted apoptosome caspase-3 activity; inhibition, % at 20 µM; 0.71% of 330,000 active; AID 489030, 2010; active means inhibition of at least 40% at 20 µM;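 further: plate controls were DMSO wells for no effect and DEVD-CHO caspase inhibitor wells for full effect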
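System – cell-free apoptosome with Apaf-1, procaspase-3 and caspase-9 · Buffer or medium – pH 7.5 Hepes buffer with CHAPS, BSA, DTT · Also added – cytochrome c with DEVD-Rh110 · Times – 30 min compound preincubation, 50 min activation, room temperature · Technique – Rh110 fluorescence intensity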
SENP7 inh: SENP7 protease inhibitors, primary screen, biochemical, luminescence, uHTS. AID 434973, 2010. Sentrin-specific protease 7 (Homo sapiens), Q9BQF6. inhibition, % at 5 µM. recombinant SENP7, Z-RLRGG-aminoluciferin luminescence, 40 min. 1.5% of 330,000 active;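 active means inhibition above about 50% at the single test dose, limit read from the data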;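 further: plate controls were DMSO with enzyme for no effect and no enzyme buffer wells for full effect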
697 NFkB inh: inhibitors of PMA/ionomycin-induced NF-kB reporter, 697 cells, primary screen, B-cell NF-kB inhibitor project, cell-based, luminescence, uHTS; 0.33% of 330,000 active; AID 435022, 2010; 697 B-cell NF-kB luciferase reporter, 16 h; inhibition, % at 4 µM; in the data active means inhibition above about 35%
Numbers without * were called inactive; . = no result given. Unless noted, no stated cut-off is given here; in the data, active means inhibition above about 50%; inactive means the rest. Random draw from the library. Share with any hit: about 3.6%.

The opening 2 compounds, to show the layout:
Molecule,SENP8 block,Gli-Sufu block,UBC13 polyUb,Jurkat NFkB inh,HKDC1 inhibitor,Apaf1 inhib,SENP7 inh,697 NFkB inh
COc1ccc(C(=O)NNC(=O)Cc2nc3nc(C)cc(C)n3n2)cc1,-3,-1,3,-4,-6,-6,5,5
Cc1cccc(N2CCN(C(=O)CCNS(=O)(=O)c3ccc4c(c3)oc(=O)n4C)CC2C)c1 (configuration not stated),4,11,0,1,-5,-4,-2,13

Results (from the top)
Molecule,SENP8 block,Gli-Sufu block,UBC13 polyUb,Jurkat NFkB inh,HKDC1 inhibitor,Apaf1 inhib,SENP7 inh,697 NFkB inh
COc1ccc(C(=O)NNC(=O)Cc2nc3nc(C)cc(C)n3n2)cc1,-3,-1,3,-4,-6,-6,5,5
Cc1cccc(N2CCN(C(=O)CCNS(=O)(=O)c3ccc4c(c3)oc(=O)n4C)CC2C)c1 (configuration not stated),4,11,0,1,-5,-4,-2,13
CN(C)C(=O)CCc1ccc2c3c([nH]c2c1)[C@]1(CCC2CCCC2)[C@@H](C(=O)N2CCOCC2)C[C@H](CC(=O)NCc2ccco2)C(=O)N1CC3,.,4,.,.,11,18,-2,14
O=C(COc1ccccc1-c1ccccc1)c1ccccc1,-8,0,-5,-8,-17,20,-9,2
CCOC(=O)n1c(=O)n(Cc2ccc(Cl)c(Cl)c2)c2ccccc21,-8,-2,16,11,10,4,-4,4
O=C(c1cc(-c2ccco2)nc2ccccc12)N1CCCC(C(F)(F)F)C1 (configuration not stated),-1,1,26,-13,11,-2,1,0
C=CC[C@]12CC=CC(=O)[C@@]1(O)O[C@H](c1ccc(OC)c(OC)c1)[C@H]2C,0,1,2,20,14,-1,-2,-47
O=C(CN1C(=O)c2ccccc2S1(=O)=O)Nc1ccc(S(=O)(=O)N2CCCCCC2)cc1,-3,-5,6,-1,6,10,0,2
CC1(C)NC(=O)N(CC(=O)Nc2cc(C(F)(F)F)cc(C(F)(F)F)c2)C1=O,7,13,0,5,1,13,-9,13
O=C(Nc1ccn(-c2ccccc2)n1)c1ccccc1Br,-8,-36,2,-44,16,-10,7,-51
CCCCC(CC)CNC(=O)c1cccs1 (configuration not stated),0,0,6,13,-6,-18,6,7
COc1ccc(N2C(=O)C(C)C(Cc3ccc(C)cc3)C2=O)cc1 (configuration not stated),2,33,3,2,-7,1,5,-19
CCOc1ccc(OCCOC(=O)CN2C(=O)NC3(CCCC3)C2=O)cc1,-3,-8,-1,4,-4,-10,-5,13
O=C(c1ccc(F)cc1)N1CCCC(C(=O)N2CCN(c3ccccc3)CC2)C1 (configuration not stated),-8,3,-8,10,-3,6,-11,10
CC1Cc2ccccc2N1CC(=O)N(C)c1c(N)n(Cc2ccccc2)c(=O)[nH]c1=O (configuration not stated),19,0,-2,2,-2,-5,-1,-2
O=C(COc1ccc(Br)cc1Cl)NC(=O)NC1CCCC1,-2,-21,2,-55,0,13,5,-75
COC(=O)c1cn(CC(=O)Nc2ccccc2C)c2ccccc12,-6,2,4,4,-7,-7,-5,4
Cc1ccccc1NC(=O)Nc1nnc(Cc2ccc([N+](=O)[O-])cc2)s1,0,-7,-6,-7,-8,8,6,3
CCOC(=O)C1C(=O)CC(C)(O)C(C(=O)OCC)C1c1ccccc1OC (configuration not stated),-13,3,-3,8,-8,-6,-2,7
Cc1cccc(NC(=O)CSc2nnnn2C)n1,7,8,0,-2,-2,2,1,-1
CC(=O)C1=C(C)NC(=O)NC1/C=C/c1ccccc1 (configuration not stated),-1,-4,8,0,-7,-6,3,17
O=C(O)c1cc(-c2c[nH]c3ccccc23)nc2ccc3ccccc3c12,-3,-13,15,-5,-6,-8,7,-7
Cc1cccc(C)c1NC(=O)CN1CCN(C(=O)c2ccc(OCc3cn4ccccc4n3)cc2)CC1,-16,1,-10,-9,-15,0,-15,-4
COc1ccc(C(=O)Nc2ccc3c(c2)nc(CCNC(=O)c2ccco2)n3C)cc1,-2,-15,2,-6,-3,-4,3,-10
Cc1ccc2c(c1)NC(=O)C(CC(=O)N(C)Cc1ccccc1)O2 (configuration not stated),2,-5,1,8,-4,-4,1,6
C=CCN1C(=O)/C(=C2/Sc3ccc(OC)cc3N2CC)SC1=S,-7,4,-10,9,-5,15,-11,-4
Cc1ccc(NC(=O)c2cc(Cl)nc3ccccc23)cc1,-1,9,5,27,1,6,9,-6
Cc1cccc(Cn2cnc3c(NS(C)(=O)=O)c(C)c(C)cc32)c1,-4,6,-2,7,2,12,-5,-6
CCN(CC)c1ccc(/C=N/NC(=O)c2ccc3c(c2)OCCO3)cc1,7,-9,-2,-15,-1,9,0,-7
O=C(CCS(=O)(=O)c1ccc2c(c1)NC(=O)CO2)NCCc1ccccc1,1,-4,6,1,3,-12,4,-4
O=C(CNC(=O)c1ccccc1F)NCCOc1ccccc1Cl,-4,-1,-18,5,-10,-1,1,-21
CC(C)C1C2=C(CC(C)(C)CC2=O)ON1c1ccccc1 (configuration not stated),-7,-14,0,-13,5,2,4,-4
CC(SC1=NCCN1S(=O)(=O)c1ccc(F)cc1)c1ccccc1 (configuration not stated),4,5,0,8,-1,10,-1,-7
CC1CN(C(=O)c2ccc(CNS(=O)(=O)c3cccc(C(F)(F)F)c3)cc2)CC(C)O1 (configuration not stated),-3,-13,-9,5,-5,8,5,-16
CCOC(=O)N1CCC(=NNc2ncc(C(F)(F)F)cc2Cl)CC1,2,-4,6,15,-3,-19,-4,11
CCc1ccc(NC(=O)CC2C(=O)NCCN2C(=O)c2ccccc2OC)cc1 (configuration not stated),-5,-5,-13,-11,-7,11,2,14
O=C(Nc1ccc(C(=O)NC2CCCCC2)cc1)c1cncc(Br)c1,4,0,5,-1,-9,-10,8,-4
COc1ccc(OC)c2c1CCC2=O,-8,-3,12,-4,1,3,-3,1
O=C(NNC(=O)c1ccc2c(=O)n3c(nc2c1)CCC3)c1cccc(Cl)c1,-13,2,3,6,0,4,13,11
CC1CN(c2nc3ccccc3nc2SCC(=O)Nc2ccc(F)cc2)CC(C)O1 (configuration not stated),9,-4,6,4,0,5,-5,6
Cc1nnc(SC(C(=O)Nc2cc(Cl)cc(Cl)c2)c2ccccc2)[nH]c1=O (configuration not stated),3,-4,-7,2,-3,-3,-1,0
Cc1onc(-c2ccccc2)c1C(=O)N1CCCC1,-11,1,-1,12,-6,7,2,9
CC(C)CCNC(=O)C(c1ccncc1)N(C(=O)Cn1nnc(-c2ccc(F)cc2)n1)c1ccccc1F (configuration not stated),-3,18,2,11,-6,-1,-6,3
COc1ccc(N2C(=O)C(Cl)=C(N3CCOCC3)C2=O)cc1,-2,34,-14,-20,-3,-6,1,4
COc1ccc(NC(C#N)c2ccccc2OCc2ccccc2)cc1 (configuration not stated),-13,23,-15,-13,4,13,-17,-26
COc1ccc(C(=O)CC(c2ccccc2)C2CCCCC2=O)cc1 (configuration not stated),-7,6,3,-11,10,1,9,8
Cc1cc([N+](=O)[O-])ccc1N=Nc1c(N)[nH]n(-c2ccccc2)c1=O,19,6,-34,-8,-9,17,6,16
COc1ccccc1C1C=C(c2ccccc2)Nc2nnnn21 (configuration not stated),-7,-12,4,-9,-1,6,-4,-13
Cc1cccc(C)c1NC(=S)NC1CCCCC1,1,0,6,17,-10,-4,5,0
CCCN(CCC)C(=O)C1CCN(c2cc(C)nc3c(-c4ccc(OC)c(OC)c4)c(C)nn23)CC1,-3,8,14,-2,-5,22,-5,-3

Ordered by number of heavy atoms (low to high): 15 of the compounds above
Molecule,SENP8 block,Gli-Sufu block,UBC13 polyUb,Jurkat NFkB inh,HKDC1 inhibitor,Apaf1 inhib,SENP7 inh,697 NFkB inh
COc1ccc(OC)c2c1CCC2=O,-8,-3,12,-4,1,3,-3,1
Cc1cccc(C)c1NC(=S)NC1CCCCC1,1,0,6,17,-10,-4,5,0
Cc1onc(-c2ccccc2)c1C(=O)N1CCCC1,-11,1,-1,12,-6,7,2,9
CC(C)C1C2=C(CC(C)(C)CC2=O)ON1c1ccccc1 (configuration not stated),-7,-14,0,-13,5,2,4,-4
COc1ccc(N2C(=O)C(Cl)=C(N3CCOCC3)C2=O)cc1,-2,34,-14,-20,-3,-6,1,4
COc1ccccc1C1C=C(c2ccccc2)Nc2nnnn21 (configuration not stated),-7,-12,4,-9,-1,6,-4,-13
CCOC(=O)N1CCC(=NNc2ncc(C(F)(F)F)cc2Cl)CC1,2,-4,6,15,-3,-19,-4,11
O=C(Nc1ccc(C(=O)NC2CCCCC2)cc1)c1cncc(Br)c1,4,0,5,-1,-9,-10,8,-4
COc1ccc(NC(C#N)c2ccccc2OCc2ccccc2)cc1 (configuration not stated),-13,23,-15,-13,4,13,-17,-26
O=C(NNC(=O)c1ccc2c(=O)n3c(nc2c1)CCC3)c1cccc(Cl)c1,-13,2,3,6,0,4,13,11
CCc1ccc(NC(=O)CC2C(=O)NCCN2C(=O)c2ccccc2OC)cc1 (configuration not stated),-5,-5,-13,-11,-7,11,2,14
CC1CN(c2nc3ccccc3nc2SCC(=O)Nc2ccc(F)cc2)CC(C)O1 (configuration not stated),9,-4,6,4,0,5,-5,6
CC1CN(C(=O)c2ccc(CNS(=O)(=O)c3cccc(C(F)(F)F)c3)cc2)CC(C)O1 (configuration not stated),-3,-13,-9,5,-5,8,5,-16
CCCN(CCC)C(=O)C1CCN(c2cc(C)nc3c(-c4ccc(OC)c(OC)c4)c(C)nn23)CC1,-3,8,14,-2,-5,22,-5,-3
CC(C)CCNC(=O)C(c1ccncc1)N(C(=O)Cn1nnc(-c2ccc(F)cc2)n1)c1ccccc1F (configuration not stated),-3,18,2,11,-6,-1,-6,3

Other compounds follow:
Molecule,SENP8 block,Gli-Sufu block,UBC13 polyUb,Jurkat NFkB inh,HKDC1 inhibitor,Apaf1 inhib,SENP7 inh,697 NFkB inh
Cn1nnnc1Sc1ncnc2scc(-c3ccc(C(F)(F)F)cc3)c12,-7,-4,-6,25,13,23,-4,-80
N#Cc1c(N2CCOCC2)nc(N2CCCCC2)c2c1CCN(C1CCCCC1)C2,2,30,6,13,-4,11,5,-6
Cc1ccc(Cl)cc1N1CCN(C(=O)CN(C2CCCCC2)S(C)(=O)=O)CC1,-5,34,-6,-4,3,28,-4,-42
Cc1cc(=O)[nH]c(SCCCOc2ccccc2Cl)n1,-2,4,-1,0,3,-8,5,16
COc1ccccc1C(=O)OC1CCCN(C)C1 (configuration not stated),6,4,8,-14,-2,-6,-1,19
CCC(=O)N1CCc2cc(S(=O)(=O)N(CC)c3cccc(C)c3)ccc21,-4,-2,-3,-9,-5,15,2,-31
